Assay outcomes deposited in PubChem by several laboratories.
MCL1 BIM primary: inhibitors of human MCL1 binding to BIM-BH3 peptide. Q07820. GST-MCL1 / FITC-Bim-BH3 fluorescence polarization. inhibition, % at 10.9 µM. AID 2057. actives 0.68% (n = 320,000);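 active = inhibition above the mean inhibition of all tested compounds plus 3 SD, set per campaign, cut at about 40% in these data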;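 also: 0% = DMSO wells and 100% = unlabeled Bim-BH3 peptide control; higher means more loss of mP so more displacement of Bim peptide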
Fam108B inh: counter-screen for RBBP9 inhibitors: inhibitors of mouse Fam108B | recombinant Fam108B, FP-Rh probe fluorescence polarization | inhibition, % at 9.51 µM | actives 0.33% (n = 300,000) | AID 1947;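 active = inhibition above the screen mean inhibition plus 3 SD, computed separately per campaign, cut at about 18% in these data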;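 also: inhibitors lower polarization as less probe binds the enzyme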
AGP1 TOR yeast: yeast TOR pathway AGP1-GFP modulation. S. cerevisiae AGP1-GFP multiplex flow cytometry, 3 h; GFP as percent of DMSO wells. actives 0.02% (n = 320,000). GFP response vs DMSO, % at 10 µM;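 active = GFP response relative to DMSO above a set limit, near screen average plus 3 SD, cut at about 150% in these data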;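 also: median GFP channel fluorescence of the gated AGP1 strain per well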
GRK2 aptamer HTS: inhibitors of human GRK2 displacing RNA aptamer; P25098; inhibition of aptamer binding, % at 10 µM; bead flow cytometry, FAM-aptamer displacement from GRK2; AID 488847; actives 0.59% (n = 330,000);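 active = inhibition of aptamer binding above 40%, roughly 3 SD of noise, on plates passing a quality check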;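 also: median bead fluorescence of bound FAM aptamer so fluorescent compounds give negative values; no value below 0 was filed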
GLD-1 RNA inh: GLD-1-TGE RNA interaction inhibition (C. elegans); Q17339; purified GLD-1 + fluorescein TGE RNA, fluorescence polarization; inhibition, % at 5.96 µM; actives 0.44% (n = 320,000); AID 2280;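 active = percent inhibition above a per-plate cutoff, the plate mean of test compounds plus 3 SD, cut at about 30% in these data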;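 also: 0% = DMSO wells with GLD-1 and probe and 100% = wells lacking GLD-1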
Target sequence (Q17339 whole entry, looked up): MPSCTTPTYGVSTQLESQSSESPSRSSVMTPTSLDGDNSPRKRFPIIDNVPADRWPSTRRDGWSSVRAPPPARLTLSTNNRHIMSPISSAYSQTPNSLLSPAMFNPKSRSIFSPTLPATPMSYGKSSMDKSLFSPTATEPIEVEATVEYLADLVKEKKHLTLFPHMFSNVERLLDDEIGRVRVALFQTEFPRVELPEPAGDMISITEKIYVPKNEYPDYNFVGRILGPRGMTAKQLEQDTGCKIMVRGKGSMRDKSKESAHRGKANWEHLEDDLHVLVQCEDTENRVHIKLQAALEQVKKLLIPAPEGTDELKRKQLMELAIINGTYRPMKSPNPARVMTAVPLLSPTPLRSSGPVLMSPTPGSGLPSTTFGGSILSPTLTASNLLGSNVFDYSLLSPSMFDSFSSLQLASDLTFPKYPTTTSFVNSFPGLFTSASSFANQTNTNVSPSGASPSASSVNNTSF
MEX-5 binding: C. elegans MEX-5 TCR-2 RNA binding activity. MEX-5/FITC-TCR2 RNA binding, fluorescence polarization; hits give low values. activity score (negative = inhibition of binding), % at 10 µM. actives 0.38% (n = 300,000);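 active = inhibition past about -25% in most replicates, and total fluorescence under double the plate's negative control median, limit read from the data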;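 also: 0% = DMSO and -100% = 5 µM competing unlabeled TCR2 RNA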
Target sequence (Q9XUB2 whole entry, looked up): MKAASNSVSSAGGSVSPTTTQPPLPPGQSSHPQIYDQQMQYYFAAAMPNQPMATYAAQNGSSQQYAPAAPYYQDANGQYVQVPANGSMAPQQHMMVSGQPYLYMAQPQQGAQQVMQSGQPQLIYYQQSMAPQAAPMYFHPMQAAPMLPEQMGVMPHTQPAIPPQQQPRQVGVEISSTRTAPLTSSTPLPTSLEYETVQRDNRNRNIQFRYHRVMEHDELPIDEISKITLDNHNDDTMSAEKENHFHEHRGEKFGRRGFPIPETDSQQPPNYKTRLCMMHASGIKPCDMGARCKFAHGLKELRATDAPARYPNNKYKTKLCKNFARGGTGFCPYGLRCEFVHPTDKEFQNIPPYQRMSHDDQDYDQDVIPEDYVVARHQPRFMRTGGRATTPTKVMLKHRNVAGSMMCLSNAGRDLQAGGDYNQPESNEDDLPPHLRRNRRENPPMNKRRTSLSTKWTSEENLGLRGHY
BCLXL inh: inhibitors of human Bcl-xL; GST-Bcl-xL / FITC-Bim BH3 peptide fluorescence polarization; inhibition, % at 10.9 µM; actives 0.7% (n = 320,000);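 active = inhibition above the mean of all tested compounds plus 3 SD, cutoff set per campaign, cut at about 30% in these data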;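 also: 0% = DMSO wells and 100% = unlabeled Bim-BH3 peptide competitor; inhibitors lower millipolarization by displacing the labeled peptide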
CIT2 TOR yeast: yeast TOR pathway CIT2-GFP modulation; actives 0.065% (n = 320,000); GFP response vs DMSO, % at 10 µM; S. cerevisiae CIT2-GFP strain, flow cytometry, 3 h; 100 means same as DMSO wells;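 active = GFP response relative to DMSO above a set limit, near the screen mean plus 3 SD, cut at about 150% in these data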;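 also: ratio of well median GFP fluorescence to mean of DMSO wells on the plate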
VLA-4 inh: inhibition in a human VLA-4 binding assay; inhibition, % (about 7 µM as worked out from the volumes in the protocol); VLA-4 expressing cells, ligand binding flow cytometry; P13612; actives 0.2% (n = 330,000); in the data active = inhibition above about 50%
An asterisk follows results filed as active; . = not tested or not shown.

Every second line gives: Fam108B inh	MCL1 BIM primary	BCLXL inh	GLD-1 RNA inh	MEX-5 binding	CIT2 TOR yeast	VLA-4 inh	AGP1 TOR yeast	GRK2 aptamer HTS
CCOc1ccc(C(=O)N[C@H](C(=O)Nc2cccc(S(=O)(=O)N3CCCCC3)c2)C(C)C)cc1
 : -11	-12	0	2	-2.9	107	4	107	0
CC(C(=O)NCC1CCCO1)c1ccc([N+](=O)[O-])cc1 (centres undefined)
 : 1	10	8	2	1.8	105	40	103	0
COC(=O)c1ccccc1S(=O)(=O)N1CCC(C(=O)OCC(=O)NCC(F)(F)F)CC1
 : 2	-4	-2	-3	1.7	102	11	103	0
c1ccc(C(c2nnnn2C2CCCCC2)N2CCc3ccccc3C2)nc1 (centres undefined)
 : 0	29	30*	25	0.4	106	-4	101	0
Cc1ccc(Cc2nnc(SCC(=O)Nc3ccccc3)n(N)c2=O)cc1
 : 3	5	2	4	2.7	96	2	108	1
OCCN(Cc1ccccc1)Cc1ccccc1O
 : -4	-6	1	3	2.8	102	17	105	0
CC1=C(C(=O)OCc2ccccc2)C(c2ccc(Br)cc2)NC(=O)N1CCCCCC(=O)O (centres undefined)
 : -3	-1	5	5	1.2	.	.	.	.
Cc1noc(C)c1S(=O)(=O)N(CC(=O)N1CCCCCC1)c1ccc(C(C)C)cc1
 : 3	2	1	2	2.1	102	9	105	2
COc1cccc(NC(=O)CN(C)CC(=O)NCc2ccc3c(c2)OCO3)c1
 : .	-1	-3	-1	.	93	2	101	0
Cc1ccc(CN(Cc2ccco2)C(=S)NCC(=O)O)cc1
 : 2	2	-1	-3	-2.0	91	18	95	0
CN(C)CCCSc1nc2ccccc2s1
 : -1	9	4	0	-2.8	106	-11	108	0
COc1ccccc1OC[C@H](O)CO
 : -1	1	1	2	1.1	102	5	90	4
CC(C)c1ccc(NC(=O)c2cc(S(=O)(=O)NCC3COc4ccccc4O3)ccc2F)cc1 (centres undefined)
 : -46	3	-2	1	1.9	99	0	100	1
Cc1ccc(-c2cc(C(=O)N3CCN(c4ccc(O)cc4)CC3)c3ccccc3n2)cc1
 : .	.	.	3	.	86	-7	89	0
CC1(C(=O)OCC(=O)NCc2ccc(Cl)cc2)CC1(Cl)Cl (centres undefined)
 : .	.	.	-4	.	113	5	105	0
CCOc1ccc(CCNC(=O)Cn2c(=O)oc3ccccc32)cc1OCC
 : -1	-1	-1	6	1.3	99	1	89	0
CN(C)CCCNS(=O)(=O)c1cc(Cl)c(Cl)cc1Cl
 : 1	-2	4	8	.	99	13	104	1
CCOC(=O)c1sc(/N=C/c2c(O)ccc3ccccc23)cc1C
 : 0	8	6	0	0.2	96	-11	88	2
CC1CCC(NC(=O)C2CCN(c3nc4ccccc4s3)CC2)CC1 (centres undefined)
 : -1	7	6	2	0.6	98	9	92	2
CC1=CC(C/C(C)=C/COc2ccc3ccc(=O)oc3c2)OC1=O (centres undefined)
 : -2	-1	-1	5	-0.2	98	10	93	1
Cc1ccc(C(=O)Nc2cnc3ccccn3c2=O)cc1
 : 0	3	1	0	-0.1	100	0	.	6
COC(=O)CSc1nnc(CNc2ccc(Cl)cc2)n1Cc1ccccc1
 : -1	-8	-6	5	-4.4	99	21	96	1
COc1ccccc1CNC(=O)COC(=O)/C=C/c1ccc2ccccc2n1
 : .	.	.	1	.	80	2	84	0
COC(CNC(=O)c1ccc(N2CCCC2=O)cc1)OC
 : -3	-3	1	7	2.0	101	6	.	3
Cc1cc(C)c(S(=O)(=O)c2ccc(F)cc2C)c(=O)[nH]1
 : 0	3	3	-3	1.8	110	10	102	1
CCCc1nnc(SCc2ccc(OCC)cc2)n1N
 : -3	-1	-2	0	1.9	108	-8	103	1
Cc1nnc(SCCOc2ccccc2)s1
 : -3	12	3	-10	1.0	69	-7	89	4
Cc1cc(C)n(CCOc2ccc(Br)cc2)n1
 : 5	5	5	-6	1.0	95	4	100	0
COc1ccc(N2C(=O)CCC(C(=O)NCc3cccnc3)C2c2ccc(OC)c(OC)c2)cc1 (centres undefined)
 : 0	3	3	7	-0.1	94	4	103	0
COc1ccc2c(c1)OC[C@H]1[C@H]2N2C(=O)CN(Cc3ccc(C)cc3)C(=O)[C@@]2(C)[C@H]1c1ccccc1
 : .	-4	-1	-2	.	97	25	97	1

Entries of single compounds, quoted from the list.
Entry for `CCOc1ccc(C(=O)N[C@H](C(=O)Nc2cccc(S(=O)(=O)N3CCCCC3)c2)C(C)C)cc1` = Fam108B inh: -11; MCL1 BIM primary: -12; BCLXL inh: 0; GLD-1 RNA inh: 2; MEX-5 binding: -2.9; CIT2 TOR yeast: 107; VLA-4 inh: 4; AGP1 TOR yeast: 107; GRK2 aptamer HTS: 0
Entry for `Cc1cc(C)c(S(=O)(=O)c2ccc(F)cc2C)c(=O)[nH]1` = Fam108B inh: 0; MCL1 BIM primary: 3; BCLXL inh: 3; GLD-1 RNA inh: -3; MEX-5 binding: 1.8; CIT2 TOR yeast: 110; VLA-4 inh: 10; AGP1 TOR yeast: 102; GRK2 aptamer HTS: 1

Later entries
Every second line gives: Fam108B inh	MCL1 BIM primary	BCLXL inh	GLD-1 RNA inh	MEX-5 binding	CIT2 TOR yeast	VLA-4 inh	AGP1 TOR yeast	GRK2 aptamer HTS
O=C(OCC(=O)N1CCOCC1)c1ccc(Cl)cc1[N+](=O)[O-]
 : 1	0	0	-2	-0.8	106	0	103	4
CCN(C(=O)c1c(N)cnn1C)c1ccccc1
 : -1	2	4	-2	-1.8	98	9	107	0
O=C(CCCCn1c(=O)c2ccccc2n(Cc2ccc(F)cc2)c1=O)NCc1ccco1
 : -3	5	2	3	.	105	4	111	0
O=C(Nc1ccc(-c2noc(CCc3ccccc3)n2)cc1)c1cccnc1
 : -14	-3	9	-1	-0.6	84	-4	83	18
O=C(NCCN1CCOCC1)NC1(C(F)(F)F)Oc2ccc(Cl)cc2O1 (centres undefined)
 : 0	3	5	7	1.2	84	-28	96	3
O=C(COc1coc(CN2CCN(c3ccccc3)CC2)cc1=O)Nc1cccc(F)c1
 : -1	-2	6	2	2.6	108	-13	105	0
CCOc1cc(/C=N/NC(N)=O)cc(Br)c1OCC(=O)Nc1cccc2ccccc12
 : -4	-2	6	6	1.8	104	-8	99	1
O=C(NCCc1c[nH]c2ccccc12)c1ccco1
 : -4	3	3	5	-1.2	104	4	109	1
Cc1cccc(NC(=O)c2ccc(-n3cncn3)c([N+](=O)[O-])c2)c1
 : 4	5	5	-5	2.5	108	6	104	5
CN(c1cccc(NC(=O)Nc2cccc(Cl)c2)c1)S(C)(=O)=O
 : -3	0	-3	-6	-0.3	91	7	96	4
C=C1c2c(Cl)ccc(O)c2C(O)=C2C(=O)[C@]3(O)C(O)=C(C(N)=O)C(=O)[C@@H](N(C)C)[C@@H]3[C@@H](O)C12 (some centres undefined)
 : 18	87*	32*	22	.	76	44	77	1
Cc1noc(C)c1C1(O)CCCCCCCCCCC1
 : 1	5	2	5	0.2	86	-19	98	2
CCCn1c(C(O)c2cc(OC)ccc2OC)nc2ccccc21 (centres undefined)
 : -7	-24	-14	-4	0.4	102	-3	100	0
O=C(O)c1cc(S(=O)(=O)N2CC3CC3C2C(=O)O)c(Cl)cc1Cl (centres undefined)
 : -3	1	1	-2	0.7	106	-11	108	0
O=C(NCN1C(=O)C2C3C=CC(C3)C2C1=O)Nc1cccnc1 (centres undefined)
 : 5	9	8	11	-5.4	95	10	94	2
Cc1ccc(/C=C/C(=O)O)cc1S(=O)(=O)NCCO
 : 2	-4	9	1	-2.6	109	14	101	3
CCOC(=O)c1c(NC(=O)CSc2ncn[nH]2)sc(C(=O)NC)c1C
 : -1	2	6	-4	3.9	97	13	102	3
CCOc1ccccc1N1C(=O)CC(Nc2ccc(N3CCOCC3)cc2)C1=O (centres undefined)
 : 1	13	7	2	-0.4	98	11	89	3
CCN(CC)S(=O)(=O)c1cccc(C(=O)OC2CC(C)OC2=O)c1 (centres undefined)
 : 3	4	2	6	0.9	107	20	106	3
Cc1c(Cc2ccc3c(c2)OCO3)sc(NC(=O)C2CC2)c1C(N)=O
 : -1	5	9	1	0.4	96	-1	101	14
COc1ccc(N2CCC(N3CCN(C)C(CCO)C3)CC2)cc1 (centres undefined)
 : 1	-2	8	3	-1.1	84	-2	113	0
COc1cc(OC)cc(C(=O)N[C@H](C(=O)OCC(=O)NC(=O)c2cccn2C)C(C)C)c1
 : 3	6	13	-2	2.1	110	7	114	14
CS(=O)(=O)c1ccc(Cl)c(NC(=O)Cc2c(F)cccc2Cl)c1
 : 2	-2	0	-2	1.1	100	-6	105	4
S=c1nc(-c2cccc(Br)c2)[nH][nH]1
 : 4	17	9	-2	2.2	99	-3	96	0
COCCn1c(SCC(=O)N2CCc3ccccc3C2)nc2ccccc2c1=O
 : -3	-3	0	3	0.5	96	2	96	0
Cc1ccc(SCC(=O)OCC(=O)N(CC(C)C)c2c(N)n(Cc3ccccc3)c(=O)[nH]c2=O)cc1C
 : -2	0	-5	1	-0.6	89	-3	99	1
C/C(=N\NC(=O)CSc1nnc(C)s1)c1ccc(Cl)cc1
 : -2	10	5	4	-1.8	95	-4	100	2
CC(=O)C1=C(C)NC(SCC(=O)c2ccc(Cl)cc2Cl)=C(C#N)C1c1ccco1 (centres undefined)
 : -1	-24	-14	-18	1.6	.	-20	92	10
CCO[C@@H]1OC(C(=O)NCc2nc3ccccc3[nH]2)=C[C@H](c2cn(C(C)=O)c3ccccc23)[C@H]1CCCO
 : -4	2	6	5	2.9	92	-11	98	0
O=C(Nc1ccc2c(c1)COC2=O)c1ccc(Cl)c(Cl)c1
 : -80	-2	2	-3	-0.1	104	12	97	0
CC(=O)Oc1ccc(N(C(C)=O)S(=O)(=O)c2ccc3ccccc3c2)cc1Br
 : 5	0	2	-7	0.2	92	5	86	1

Structures listed so far containing a nitro group on carbon (3):
Every second line gives: Fam108B inh	MCL1 BIM primary	BCLXL inh	GLD-1 RNA inh	MEX-5 binding	CIT2 TOR yeast	VLA-4 inh	AGP1 TOR yeast	GRK2 aptamer HTS
CC(C(=O)NCC1CCCO1)c1ccc([N+](=O)[O-])cc1 (centres undefined)
 : 1	10	8	2	1.8	105	40	103	0
O=C(OCC(=O)N1CCOCC1)c1ccc(Cl)cc1[N+](=O)[O-]
 : 1	0	0	-2	-0.8	106	0	103	4
Cc1cccc(NC(=O)c2ccc(-n3cncn3)c([N+](=O)[O-])c2)c1
 : 4	5	5	-5	2.5	108	6	104	5
